High-throughput results (PubChem BioAssay)
NCI-60 one-dose screen, 48 h, at 10 µM unless noted. Numbers give growth in % (100 = growth as untreated, 0 = no growth, -100 = all killed).
OVCAR-4: OVCAR-4 ovarian cancer cells | 80,000 compounds, 3.7% hits | AID 1794784
OVCAR-5: OVCAR-5 ovarian cancer; AID 1794783; 82,000 compounds, 2.9% hits
SK-OV-3: SK-OV-3 ovarian cancer cells; 80,000 compounds, 3.2% hits; AID 1794785
DU-145: DU-145 prostate cancer. 81,000 compounds, 4.2% hits. AID 1794760
OVCAR-3: OVCAR-3 ovarian cancer; 79,000 compounds, 7% hits; AID 1794787
IGROV1: IGROV1 ovarian cancer | 79,000 compounds, 4.7% hits
OVCAR-8: OVCAR-8 ovarian cancer. 81,000 compounds, 4.4% hits
PC-3: PC-3 prostate cancer cells; 80,000 compounds, 3.9% hits
The depositor's hits bear a star; . = not tested or not shown; & = joins results of further samples. The calls were made as follows: active = growth percent below 10; inactive = the rest.

Each structure is followed by: PC-3	OVCAR-8	SK-OV-3	OVCAR-5	IGROV1	DU-145	OVCAR-4	OVCAR-3
- COc1cc2c(=O)n(N3C(=O)C=NC3=O)c3cnc(-c4ccccc4)n3c2cc1OC
 : 106	105	97	103	104	108	101	110
- CCn1c(Sc2nnc(NC(=O)CCN3CCCCC3)s2)nc2c1c(=O)n(C)c(=O)n2C
 : 102	105	.	103	122	110	108	110
- COc1ccc(-c2nnc3c4[nH]cnc4ncn23)c(OC)c1
 : 41	18	11	17	46	27	37	13
- O=C1/C(=C/c2cc(F)cc(F)c2)Cc2cc3c(cc21)OCO3
 : 25	43	36	65	37	54	62	.
- CCCCCCCCc1ccc(CC(=O)Nc2ccc(C)cc2C(=O)O)cc1
 : 69	85	111	104	98	105	102	101
- CCn1c(Cc2ccccc2Nc2c(Cl)cccc2Cl)nnc1SCC(=O)NN1C(=O)/C(=C/c2ccc(Br)cc2)SC1=S
 : 105	104	.	105	109	108	111	106
- OC(CSc1ccccc1)CN1CCN(c2cccc(Cl)c2)CC1 (stereo unspecified)
 : 98&93	101&99	107&105	97&105	122&105	105&116	107&97	101&120
- Cn1ccc(=O)n(C)c1=O
 : 99	99	125	101	110	115	113	121
- CCC(C)C(C)O (stereo unspecified)
 : 94	110	103	113	121	105	101	105
- CC(=O)SC1CC(=O)C=C2CCC3C4CCC(=O)OC4(C)CCC3C21C (stereo unspecified)
 : 94	99	113	100	147	116	122	106
- OCC1COC(c2ccccc2)=N1 (stereo unspecified)
 : 101	104	108	108	112	112	105	115
- CC(C)=CC/C=C(/C)[C@H]1CC[C@]2(C)[C@@H]1CC[C@@H]1[C@@]3(C)C/C(=C/c4ccccn4)C(=O)C(C)(C)[C@@H]3CC[C@]12C
 : 45	60	85	83	77	87	54	68
- CN1CCN(Cc2ccc(NC(=O)c3[nH]ncc3Nc3ncnc4sc5c(c34)CCCC5)cc2)CC1
 : -78*	-40*	-5.0*	-87*	-61*	-87*	-41*	-84*
- CC(C)[C@@H]1C=C2CC[C@H]3[C@](C)(CN)CCC[C@]3(C)[C@H]2CC1
 : 70	82	113	111	92	44	77	44
- CC(C)c1cc(C(C)C)c(S(=O)(=O)Oc2ccc(NC(=O)C3CCCCCCC3)cc2)c(C(C)C)c1
 : 55	88	84	98	109	93	65	79
- O=C(Nc1ccccc1Cl)N1CCOCC1
 : 100	104	118	112	110	125	114	118
- CCOC(=O)c1cc(=O)[nH]c2ccccc12
 : 92	98	104	92	.	106	90	100
- Nc1ccc(S(=O)(=O)NCCO)cc1[N+](=O)[O-]
 : 118	98	111	96	117	120	110	109
- COc1ccccc1[C@H]1C(C(=O)c2ccc(Cl)cc2)C2(N[C@@H]1c1ccccc1)C(=O)Nc1ccc(Cl)cc12 (stereo partly specified)
 : 13	12	29	-8.4*	22	10	24	3.7*
- COc1ccc2c(c1)c(-c1nc(-c3ccc4ccccc4c3)cs1)cn2C
 : 87	95	93	92	86	103	94	96

Filtered by structure: the compounds so far containing two or more sulfur atoms (two)
Each structure is followed by: PC-3	OVCAR-8	SK-OV-3	OVCAR-5	IGROV1	DU-145	OVCAR-4	OVCAR-3
- CCn1c(Sc2nnc(NC(=O)CCN3CCCCC3)s2)nc2c1c(=O)n(C)c(=O)n2C
 : 102	105	.	103	122	110	108	110
- CCn1c(Cc2ccccc2Nc2c(Cl)cccc2Cl)nnc1SCC(=O)NN1C(=O)/C(=C/c2ccc(Br)cc2)SC1=S
 : 105	104	.	105	109	108	111	106

The listing continues:
Each structure is followed by: PC-3	OVCAR-8	SK-OV-3	OVCAR-5	IGROV1	DU-145	OVCAR-4	OVCAR-3
- C/C(=N/O)c1ccc(NC(=O)CSc2nnc(-c3ccc(-c4nc5ccccc5[nH]4)cc3)o2)cc1
 : 98	86	113	97	104	91	87	90
- O=c1[nH]c(Nc2ccccc2)cc2ccccc12
 : 101	93	98	114	101	97	107	95
- Cc1ccc(NC(=O)c2ccccc2)c(C)c1
 : 89	97	93	118	82	110	100	103
- O=C(O)c1ccccc1N/C=C/C(=O)c1cc2ccccc2oc1=O
 : 94	106	85	111	92	109	85	99
- COc1cc(CCN=Cc2ccccc2O)c([N+](=O)[O-])cc1OC
 : 99	107	108	101	96	113	120	101
- Cc1ccc(Oc2nc3ccccc3cc2-c2nnc(-c3ccc(Cl)cc3)o2)cc1
 : 77	90	87	97	73	98	71	95
- O=C(N/N=C/c1ccc2c(c1)CCC2)c1ccccc1[N+](=O)[O-]
 : 83	101	93	84	76	105	104	78
- Cc1ccc(N/N=c2/ccc(=O)/c(=N\Nc3ccc(S(=O)(=O)O)cc3)c2=O)c(C)c1
 : 83	112	101	110	50	114	115	109
- COc1cc(-c2nc(-c3nnc(-c4ccccc4F)o3)c3ccccn23)cc(OC)c1OC
 : 85	77	98	104	101	92	90	96
- Cc1ccc2c(-c3nnc(N)s3)cc(=O)oc2c1
 : 98	103	101	98	92	108	105	108
- O=C(O)c1ccccc1Sc1ccc([N+](=O)[O-])cn1
 : 101	108	110	116	104	98	106	99
- CC1(C)NC(=S)NC1=S
 : 102&105	104&102	109&98	100&113	108&115	114&108	111&108	113&104
- NC(N)=N/N=C(/c1ccccc1)c1ccc2nc(-c3ccc(Cl)cc3)[nH]c2c1
 : 47	81	102	96	91	86	61	.
- O=c1c2ccccc2ccn1O
 : 90	97	102	105	117	118	90	116
- CCCCCCCCCCCC[n+]1c(C)cc(N)c2ccccc21
 : -6.2*	3.2*	-2.7*	32	.	24	15	18
- O=C(O)CCC(=O)c1ccccc1
 : 100	101	99	101	104	112	114	127
- CCOC(=O)/C(C#N)=C(\C)c1ccccc1
 : 110	98	101	102	91	111	106	111
- O=C1c2ccccc2C(=O)N1/N=C/c1ccccc1Cl
 : 109	99	108	109	97	112	115	111
- COc1ccc(CN2[C@H](C)[C@@H](O)[C@@H](O)[C@H](C(C)C)N(Cc3ccccc3)S2(=O)=O)cc1
 : 92	90	106	111	100	116	98	98
- CC1=CC(c2ccc(Cl)cc2)N2C=CSC2=N1 (stereo unspecified)
 : 98	106	109	94	114	117	113	.
- Oc1c(N=Nc2nn[nH]n2)ccc2ccccc12
 : 68	91	98	97	79	97	.	72
- Cn1cccc1-c1cc(-c2ccc(Br)cc2)n(S(=O)(=O)c2ccccc2)c(=O)c1C#N
 : 103	104	107	90	108	127	94	120
- COc1cc(NC(=O)Cn2c3c(sc2=O)[C@H]2[C@@H](O)[C@@H](O)[C@H](O)[C@@H]2CS3)cc(OC)c1OC
 : 100	98	99	105	98	111	107	107
- CCOC(=O)C1=C(c2ccccc2)N=c2s/c(=C/c3ccc(Br)cc3)c(=O)n2C1c1ccc(Br)cc1 (stereo unspecified)
 : 87	97	89	108	87	102	92	97
- O=C1NC(=O)c2c1c1c3ccccc3[nH]c1c1oc3cc(Br)ccc3c21
 : 42	82	94	99	36	90	77	90
- NS(=O)(=O)c1ccc(-n2cc(CN3C(=O)CN(/N=C/c4ccc([N+](=O)[O-])o4)C3=O)nn2)cc1
 : 96	104	88	98	97	117	99	113
- COc1ccc(/C(C)=N/NC(=O)CSc2nc3ccccc3c(=O)n2Cc2ccc(S(N)(=O)=O)cc2)cc1
 : 101	94	117	95	100	106	100	112
- CSc1cccc(NC(=S)NN/C(=N/S(=O)(=O)c2ccccc2)N2CCCC2)c1
 : 98	100	109	98	121	108	97	114
- CCOC(=O)c1cc(C(=O)c2ccc(F)cc2F)n2ncccc12
 : 79	88	95	103	100	101	109	110
- CC1(c2ccc3ccccc3c2)CCC(=O)O1 (stereo unspecified)
 : 98	101	95	102	102	107	110	105
- Cc1cc(C2(c3cc(C)c(OCC(O)CO)cc3C(C)C)OC(=O)c3ccccc32)c(C(C)C)cc1OCC(O)CO (stereo unspecified)
 : 34	70	104	91	90	93	71	70
- CCN(CC)CCOc1ccc(CNC(C)CCC2=C(C)CCCC2(C)C)cc1 (stereo unspecified)
 : 102	98	111	115	110	110	102	115
- CCc1ccc(-c2ccc(=O)n(-c3ccc(S(N)(=O)=O)cc3)n2)cc1
 : 35	51	50	92	-5.7*	60	75	-57*
- COc1cc(-c2cc(-n3nnnc3-c3ccccc3)no2)cc(OC)c1OC
 : 89	100	87	92	119	115	111	112
- COc1cc(OC)c(OC)cc1/C=N/NC(=O)c1ccc(S(C)(=O)=O)cc1
 : 81	97	111	111	107	102	113	106
- Cc1cc(Br)ccc1-n1cc(C#N)c(N)c1C(=O)c1ccc(C#N)cc1
 : 101	104	105	108	111	121	104	136
- CC(C)C(NC(=O)CN)C(=O)O (stereo unspecified)
 : 89&93	110&101	101&106	100&103	108&109	110&107	102&105	112&112
- CCc1cccc(CC)c1N1C(=O)C=CC1=O
 : 110	112	121	116	.	112	111	97
- O=C(NCCCCCCCCNC(=O)c1cccc2ccccc12)c1cccc2ccccc12
 : 63	.	75	59	.	73	.	102
- CCOC(=O)C1=C(C)O/C(=C/c2ccc(OC)cc2)C1=O
 : 94	106	106	98	114	127	96	106
- c1ccc(COC(c2ccccc2)(c2ccccc2)c2ccccc2)cc1
 : 92	106	105	103	121	102	84	91
- CC(=O)NC1=NC(=O)/C(=C/c2ccc(Cl)cc2Cl)N1C
 : 96	95	109	112	104	.	98	99
- NC(=O)c1cc2ccncc2c2ccccc12
 : .	89	123	102	29	112	108	104
- O=CNc1ccc2c(c1)Cc1cccc(NC=O)c1-2
 : 95	100	104	90	103	106	112	90
- COc1ccc(/C(=C\c2ccc3c(c2)OCO3)C(=O)Nc2nc3ccc(N)cc3s2)cc1
 : 96	102	90	91	96	105	97	73
- Oc1cccc2c(O)cccc12
 : 73	92	97	92	83	84	101	95
- Cn1cc(-c2nc(-c3cccnc3)cs2)c2cc(F)ccc21
 : .	97	88	87	109	90	88	88
- O=C1C(Cl)=C(NCCO)C(=O)c2ccccc21
 : 93	107	101	114	98	82	101	102
- CC(=O)NC1(C(=O)O)CCCC1
 : .	100	118	158	.	126	112	112
- COc1ccc(Nc2nc(N)n(Cc3cccc(Br)c3)n2)cc1
 : 13	26	23	22	12	23	7.2*	20

Profiles as entered above. Values in the order: PC-3	OVCAR-8	SK-OV-3	OVCAR-5	IGROV1	DU-145	OVCAR-4	OVCAR-3
Entry for Oc1c(N=Nc2nn[nH]n2)ccc2ccccc12 → 68	91	98	97	79	97	.	72
Entry for O=CNc1ccc2c(c1)Cc1cccc(NC=O)c1-2 → 95	100	104	90	103	106	112	90
Entry for CC1(C)NC(=S)NC1=S → 102&105	104&102	109&98	100&113	108&115	114&108	111&108	113&104
Entry for CCN(CC)CCOc1ccc(CNC(C)CCC2=C(C)CCCC2(C)C)cc1 (stereo unspecified) → 102	98	111	115	110	110	102	115
Entry for CCOC(=O)C1=C(C)O/C(=C/c2ccc(OC)cc2)C1=O → 94	106	106	98	114	127	96	106

Next records
Each structure is followed by: PC-3	OVCAR-8	SK-OV-3	OVCAR-5	IGROV1	DU-145	OVCAR-4	OVCAR-3
- CCOC(=O)CCC(=O)/C=C\c1ccc2c(c1)OCO2
 : 96	115	111	97	104	99	107	94
- CC1(C)OCC(CCCOCc2ccccc2)O1 (stereo unspecified)
 : 106	90	113	104	102	124	106	124
- O=C1OC(=O)[C@@H](c2ccccc2)[C@@H]1c1ccccc1
 : 94	100	102	94	101	108	105	98
- Oc1cccc(-c2nc(-c3nn(CN4CCOCC4)c(=S)o3)cc3c2[nH]c2ccccc23)c1
 : 92	108	102	96	97	110	108	105
- COc1cccc(COc2ccc(NC(=O)Nc3ccc(Cl)c(C(F)(F)F)c3)cc2)c1
 : 16	32	36	70	26	45	45	28
- O=C(/C=C(O)/C=C/c1ccc(C(F)(F)F)cc1)/C=C/c1ccc(C(F)(F)F)cc1
 : 94	100	103	105	107	105	112	111
- O=C(O)c1ccccc1-c1ccccc1C(=O)Nc1ccc2c(c1)C(=O)c1ccccc1-2
 : 90	105	97	107	105	105	.	113
- N#Cc1nc(CC(=O)c2ccccc2)c(CC(=O)c2ccccc2)nc1C#N
 : 96	103	108	113	109	107	106	104
- C/C(=C(/C)C1CC1CCN(C(=O)c1ccc([N+](=O)[O-])cc1)S(=O)(=O)c1ccc(C)cc1)C1CCCCC1 (stereo unspecified)
 : 85	98	.	101	111	97	91	96
- O=C(/C=C/c1cn(-c2ccccc2)nc1-c1ccc(Cl)cc1)c1ccc(F)cc1
 : 68	81	83	99	81	89	72	79
- CC1(C)CC(=O)C2=C(C1)OC(C(=O)c1ccc([N+](=O)[O-])cc1)C2c1cccc(Oc2ccccc2)c1 (stereo unspecified)
 : 62	80	95	100	100	89	77	82
- CCCNC1(C(N)=O)CCN(Cc2ccccc2)CC1
 : 103	107	100	113	99	120	110	106
- CCNc1ccc2ccccc2c1N=Nc1ccc(N=Nc2ccccc2)cc1
 : 87	104	97	93	0.8*	121	98	109
- COc1ccc(C(=O)C2C(c3ccc(Br)cc3)C3CCCN3C23C(=O)c2ccccc2C3=O)cc1 (stereo unspecified)
 : 79	96	92	101	85	103	95	99
- O=C(O)Cc1ccc(Cl)cc1Cl
 : 95	107	104	96	95	111	.	113
- NC(Cc1ccc(O)cc1)C(=O)O (stereo unspecified)
 : 93&102&91	104&117&98	117&108&104	108&95&70	115&109&97	114&112&107	116&94	117&106&111
- CCCCN(CCCC)CC(O)c1cc(-c2ccc(Cl)cc2)nc(-c2ccc(Cl)cc2)c1 (stereo unspecified)
 : 69	96	99	84	84	95	.	113
- Clc1ccc2c(N3CCN(c4ccnc(NC5CCCCC5)n4)CC3)ccnc2c1
 : 37	57	63	81	.	62	42	53
- CCC1S/C(=N\N=C(/C)c2ccco2)N(c2ccccc2)C1=O (stereo unspecified)
 : 77	106	135	105	-17*	123	98	.
- Cn1c(=O)c2c(nc(Br)n2CCC(=O)Nc2ccccc2)n(C)c1=O
 : 83	105	88	102	107	114	114	112
- CCN(CC)CCOC(=O)c1ccccc1
 : 95&97	103&94	107&105	91&99	100&96	100&123	108&108	98&119
- COc1ccc(/C=N\N2CCOCC2)cc1OC1CCCC1
 : 101	104	.	103	107	102	98	114
- OCCNC(Cc1ccccc1)C1CC=CCC1 (stereo unspecified)
 : 67	101	80	72	103	108	106	100
